High-throughput results from PubChem BioAssay.
HT29 cell growth-1 = HT29 colon tumor cell growth inhibition, primary screen, imaging, high content imaging, 24 h, CellTiter-Glo (AID 770); HT29 cell number by imaging, 24 h; hits give high values; growth inhibition, % at 10 µM; 3,300 tested, under 10 active;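 active = growth inhibition above 90% in viable cell count at a single dose; inactive = growth inhibition below 90%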
HT29 cell growth-2 = HT29 colon tumor cell growth inhibition, primary screen, imaging, high content imaging, 48 h, CellTiter-Glo (AID 771); actives 2% (n = 3,300); growth inhibition, % at 10 µM; HT29 cell growth, HCS imaging cell count, 48 h; hits give high values;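 active = growth inhibition above 90%, meaning viable cell count by imaging cut by more than 90% versus vehicle controls; inactive = growth inhibition below 90%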;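 note: percent fewer viable cells counted by imaging than vehicle controls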
A549 NSCLC growth = A549 NSCLC cell proliferation inhibitors – ATP luminescence, human non-small cell lung line, primary screen (AID 371); actives 8.4% (n = 3,300); A549 growth inhibition, ATP luminescence; hits give high values; growth inhibition, % at 10 µM;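 active = mean growth inhibition over the two runs of 50% or more; inactive = mean growth inhibition under 50%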;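 note: compound exposure lasted 72 h before the ATP read; 0% = untreated cell signal and 100% = no luminescence left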
AID772 = HT29 colon tumor cell growth inhibition, primary screen, imaging, high content imaging, 72 h, CellTiter-Glo (AID 772); HT29 cell growth, HCS imaging cell count, 72 h; hits give high values; actives 0.6% (n = 3,300); growth inhibition, % at 10 µM;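 active = growth inhibition above 90%, meaning viable cell count cut by more than 90% versus vehicle controls; inactive = growth inhibition below 90%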
AID364 = Jurkat cell viability reduction – Jurkat E6.1, NIH starter set, primary screen (AID 364); Jurkat E6.1 viability, ATP luminescence, 48 h; higher % means a stronger effect; inhibition, % at 4 µM, or CC50 in µM where a hit was titrated; actives 2% (n = 3,300);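 active = concentration giving half-maximal inhibition at or below 20 micromolar; inactive = half-maximal concentration above 20 micromolar, or not dose tested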;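 note: 100% = cells treated with 4 µM doxorubicin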
HT29 cell growth-1 condensed nuclei = second read-out of HT29 cell growth-1, no call of its own (marks repeat the call); condensed nuclei, %; measured here: percent cells with condensed nuclei;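 share of cells whose nuclear area falls below control median minus 1.5 SD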
HT29 cell growth-1 ATP viability = recorded beside HT29 cell growth-1, whose call it bears; growth inhibition, %; measured here: ATP CellTiter-Glo viability
HT29 cell growth-2 condensed nuclei = also measured in HT29 cell growth-2; calls as there; condensed nuclei, %; measured here: percent cells with condensed nuclei;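 condensed means Hoechst nuclear area under control median minus 1.5 SD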
HT29 cell growth-2 ATP viability = recorded beside HT29 cell growth-2, whose call it bears; growth inhibition, %; measured here: ATP CellTiter-Glo viability inhibition
AID772 condensed nuclei = recorded beside AID772, whose call it bears; condensed nuclei, %; measured here: percent cells with condensed nuclei;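 condensed means nuclear area below control median minus 1.5 SD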
AID772 second = further read-out of AID772, marked with its call; growth inhibition, %; measured here: ATP CellTiter-Glo viability
Active calls of the source: *; / = not tested or not shown. The list is partial; rates above refer to the full screens.

SMILES	HT29 cell growth-1	HT29 cell growth-1 condensed nuclei	HT29 cell growth-1 ATP viability	HT29 cell growth-2	HT29 cell growth-2 condensed nuclei	HT29 cell growth-2 ATP viability	A549 NSCLC growth	AID772	AID772 condensed nuclei	AID772 second	AID364
OCCNc1ncnc2c1c(-c1ccccc1)c(-c1ccccc1)n2Cc1ccco1	-2	3.6	5	38	3.0	15	53*	51	17	56	12%
O=C(C(c1ccccc1)N1CCOCC1)N1CCOCC1 (stereo unspecified)	-2	5.1	-6	-20	6.0	-7	-6	-22	5	-27	-13%
CC1(C(=O)CSc2ncn[nH]2)CCC(=O)O1 (stereo unspecified)	-8	3.7	1	14	1.9	4	-1	-8	3	17	7%
CN1CCN(CCCN2c3ccccc3Sc3ccc(Cl)cc32)CC1	-25	2.6	-28	-16	1.9	/	0	-42	6	-20	2%
CCOC(=O)c1[nH]c2ccccc2c1N=CN(CC)CC	-29	2.3	-14	54	0.6	9	1	-5	1	-51	-4%
O=C1NC(=O)C(c2cn(-c3ccccc3)nc2-c2ccc(F)cc2)N1 (stereo unspecified)	33	2.1	6	37	3.8	13	11	-12	5	-3	3%
O=C(NCc1cccnc1)c1ccc(=O)oc1	-5	5.4	5	3	0.8	-12	-2	16	6	-33	-5%
CCOC(=O)c1[nH]c2ccc(OC)cc2c1NC(=O)CCN1CCC(C)CC1	15	2.9	13	7	2.0	-5	3	7	10	9	8%
Cc1nnc(SCCC#N)n(CCC#N)c1=O	31	4.4	4	9	2.6	12	-2	-7	11	-10	-6%
CC(C)Cc1nc(N2CCN(C(=O)C(C)C)CC2)c(C#N)c2c1CCC2	19	4.1	7	30	2.0	25	42	57	8	21	3%
CCN(CC)C(=O)c1ccc(O)c(OC)c1	7	2.1	-6	-10	2.1	/	-6	40	10	11	-8%
CCCOc1ccc(CSC(CC(=O)O)C(=O)O)cc1 (stereo unspecified)	25	4.1	-4	19	0.7	-21	0	-29	1	-72	1%
CCOC(=O)Cc1nnc(Nc2cccc(O)c2)c2ccccc12	23	1.7	6	7	2.0	19	-1	50	2	37	-11%
Clc1ccc(Cn2c(CN3CCCC3)nc3ccccc32)cc1	16	2.1	7	39	8.6	/	30	10	5	20	0%
CC1(C)Cc2c(c(N3CCOCC3)nc3sc4c(=O)[nH]cnc4c23)CS1	21	3.9	3	30	3.1	17	17	32	6	23	11%
CC1(C)Cc2nc(NCCN3CCOCC3)c(C#N)cc2CO1	-36	3.0	-10	-12	1.9	-8	5	-53	1	-31	5%
COc1cccc(OC)c1C(=O)Nc1nc2ccc(S(C)(=O)=O)cc2s1	-52	2.4	-22	35	1.8	-8	11	13	2	-36	9%
CCn1c(SC(C)C(=O)O)nc2sc3c(c2c1=O)CCC3 (stereo unspecified)	1	2.3	-2	-30	3.1	-12	6	-27	5	-38	-2%
O=C(CC(c1ccc(F)cc1)c1ccco1)N1CCCC1 (stereo unspecified)	1	2.4	1	2	1.9	-8	7	-17	3	-32	-1%
CCCCC(=O)O[C@]1(C(=O)CO)CC[C@H]2[C@@H]3CCC4=CC(=O)CC[C@]4(C)[C@H]3[C@@H](O)C[C@@]21C	9	3.6	-20	36	3.0	/	22	-25	2	-7	9%

Ordered by length of the SMILES (ascending): part of the list above.
SMILES	HT29 cell growth-1	HT29 cell growth-1 condensed nuclei	HT29 cell growth-1 ATP viability	HT29 cell growth-2	HT29 cell growth-2 condensed nuclei	HT29 cell growth-2 ATP viability	A549 NSCLC growth	AID772	AID772 condensed nuclei	AID772 second	AID364
Cc1nnc(SCCC#N)n(CCC#N)c1=O	31	4.4	4	9	2.6	12	-2	-7	11	-10	-6%
O=C(NCc1cccnc1)c1ccc(=O)oc1	-5	5.4	5	3	0.8	-12	-2	16	6	-33	-5%
O=C1NC(=O)C(c2cn(-c3ccccc3)nc2-c2ccc(F)cc2)N1 (stereo unspecified)	33	2.1	6	37	3.8	13	11	-12	5	-3	3%

The main list resumes, repeating the six entries before the break.
SMILES	HT29 cell growth-1	HT29 cell growth-1 condensed nuclei	HT29 cell growth-1 ATP viability	HT29 cell growth-2	HT29 cell growth-2 condensed nuclei	HT29 cell growth-2 ATP viability	A549 NSCLC growth	AID772	AID772 condensed nuclei	AID772 second	AID364
CC1(C)Cc2c(c(N3CCOCC3)nc3sc4c(=O)[nH]cnc4c23)CS1	21	3.9	3	30	3.1	17	17	32	6	23	11%
CC1(C)Cc2nc(NCCN3CCOCC3)c(C#N)cc2CO1	-36	3.0	-10	-12	1.9	-8	5	-53	1	-31	5%
COc1cccc(OC)c1C(=O)Nc1nc2ccc(S(C)(=O)=O)cc2s1	-52	2.4	-22	35	1.8	-8	11	13	2	-36	9%
CCn1c(SC(C)C(=O)O)nc2sc3c(c2c1=O)CCC3 (stereo unspecified)	1	2.3	-2	-30	3.1	-12	6	-27	5	-38	-2%
O=C(CC(c1ccc(F)cc1)c1ccco1)N1CCCC1 (stereo unspecified)	1	2.4	1	2	1.9	-8	7	-17	3	-32	-1%
CCCCC(=O)O[C@]1(C(=O)CO)CC[C@H]2[C@@H]3CCC4=CC(=O)CC[C@]4(C)[C@H]3[C@@H](O)C[C@@]21C	9	3.6	-20	36	3.0	/	22	-25	2	-7	9%
CCOC(=O)CSc1nc(NC#N)nc(N(CC)CC)n1	40	3.4	5	3	2.2	12	1	-11	2	-34	-1%
O=C(O)C1CC=CCC1C(=O)N1CCN(c2nc(-c3ccccc3)c3ccccc3n2)CC1 (stereo unspecified)	-14	5.8	-6	-33	2.0	-34	26	26	0	4	-6%
Cn1c(Cl)nc2c1c(=O)n(Cc1cccc(Br)c1)c(=O)n2C	44	6.9	3	20	0.7	-27	5	58	20	38	11%
CCCCCCc1cc2cc(C(=O)NC)c(=N)oc2cc1O	11	2.1	19	30	2.4	14	87*	77	4	53	2%
Cc1nnc2n(-c3ccccc3)c(=O)c3c4c(sc3n12)COC(C(C)C)C4 (stereo unspecified)	-1	4.1	11	6	1.7	-15	13	13	20	24	-2%
CC1CCc2cc(F)cc3c(O)c(C(=O)Nc4cnccn4)c(=O)n1c23 (stereo unspecified)	-23	2.4	3	38	1.8	17	26	40	2	6	7%
CCn1c(SCC(=O)N2CCOCC2)nc2sc3c(c2c1=O)CCCC3	26	0.5	8	22	1.3	12	11	-18	10	-2	6%
CC1CC(C(F)(F)F)n2ncnc2N1 (stereo unspecified)	-4	7.1	0	-15	2.9	5	2	-23	6	-5	-7%
c1ccc2c(NCC3CCCO3)nc(-c3ccncc3)nc2c1 (stereo unspecified)	16	5.3	7	60	4.0	38	13	68	41	73	16%
N#Cc1c(-c2ccco2)cc(C2CC2)nc1N	7	2.3	-2	-11	2.4	-6	13	-56	1	-28	1%
